Source: PubChem BioAssay (National Center for Advancing Translational Sciences (NCATS))
Sm TGR inh – blocks Schistosoma mansoni thioredoxin glutathione reductase | Q962Y6 | Potency, µM (top dose mostly 114 µM), inactives show at the top dose activity change, negative = inhibition, hits mostly inhibitors | 360,000 tested, 3% active | AID 485364 | purified TGR, DTNB reduction, TNB absorbance 405 nm; further: potency means the concentration at half of the fitted maximal effect; nearly all actives have a fitted effect of over 60% in size
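First, TGR (20 nM dispensed) and NADPH were mixed with compound. Second, a 15 min room-temperature incubation followed. Third, further NADPH and then DTNB were added to start the reaction. Finally, TNB absorbance was monitored kinetically.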
AmpC no deterg – AmpC beta-lactamase inhibition without detergent. Potency, µM (series often up to 57.1 µM), for inactives: at the highest dose activity change, negative = inhibition, actives largely listed as inhibitors. 330,000 tested, 0.52% active. AmpC nitrocefin hydrolysis, absorbance 480 nm, 0.0001% Triton;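 further: potency means the concentration at half of the fitted maximal effect; plate controls were no compound for no effect and no enzyme for full effect; nearly all actives have a fitted effect of over 20% in size; some results filed as inactive show a strong effect at the top dose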
Target sequence (P00811 whole entry, looked up): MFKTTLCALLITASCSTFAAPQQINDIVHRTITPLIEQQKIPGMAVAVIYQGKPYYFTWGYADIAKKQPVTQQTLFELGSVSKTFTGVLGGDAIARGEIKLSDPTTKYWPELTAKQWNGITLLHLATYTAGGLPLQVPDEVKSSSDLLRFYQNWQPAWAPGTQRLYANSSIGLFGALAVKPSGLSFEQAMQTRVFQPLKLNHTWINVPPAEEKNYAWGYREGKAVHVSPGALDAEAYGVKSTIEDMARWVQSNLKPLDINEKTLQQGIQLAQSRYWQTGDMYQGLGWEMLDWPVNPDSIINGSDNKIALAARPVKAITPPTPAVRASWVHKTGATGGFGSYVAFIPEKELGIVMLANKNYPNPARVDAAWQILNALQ
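AmpC (5.3 nM in the dispensed reagent) in 20 mM phosphate pH 7.0 with 0.01% (detergent screen) or 0.0001% Triton X-100 was preincubated with compounds for 15 min at room temperature. Nitrocefin was then added from an 800 uM solution, and hydrolysis was followed at 480 nm.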
AMA1 RON2 block – AMA1-RON2 (P. falciparum) interaction inhibition | Potency, µM (doses to about 58.2 µM), inactives show at the top dose activity change, negative = inhibition, hits mostly inhibitors | AID 720542 | 360,000 tested, 0.2% active | AlphaScreen AMA1-biotinylated RON2 peptide binding;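 further: potency means the concentration at half of the fitted maximal effect; 0% = vehicle wells and -100% = peptide control; nearly all actives have a fitted effect of over 45% in size; some results filed as inactive show a strong effect at the top dose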
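AMA1 (3D7) with his tag at 25 nM final met compounds first, then biotinylated RON2 peptide at 25 nM; detection used donor plus acceptor beads, 10 µg/mL apiece, read by AlphaScreen after 30 min at room temperature.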
HCMV antiviral – human cytomegalovirus inhibition; activity change, negative = inhibition, % at 57.5 µM; 410,000 tested, 4.5% active; HFF cells, HCMV-luciferase reporter, 72 h; stronger effect = lower value; in the data active means activity change below about -60%; inconclusive means no clear call, values can overlap the other calls; inactive means above about -39%
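After 16 h attachment at 37C, HFF cells received test compound and HCMV-luciferase (1 PFU/cell); reporter luminescence read 72 h later, data normalized against buffer-only and known inhibitor Salinomycin.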
LmPK inhibitor – inhibitors of Leishmania mexicana pyruvate kinase | Q27686 | purified LmPK, Kinase-Glo ATP luminescence, 1 h | Potency, µM (series often up to 57.5 µM), for the others: top-dose activity change, negative = inhibition, most hits filed as inhibitors | 290,000 tested, 0.37% active; further: potency means the concentration at half of the fitted maximal effect
Target sequence (Q27686 whole entry, looked up): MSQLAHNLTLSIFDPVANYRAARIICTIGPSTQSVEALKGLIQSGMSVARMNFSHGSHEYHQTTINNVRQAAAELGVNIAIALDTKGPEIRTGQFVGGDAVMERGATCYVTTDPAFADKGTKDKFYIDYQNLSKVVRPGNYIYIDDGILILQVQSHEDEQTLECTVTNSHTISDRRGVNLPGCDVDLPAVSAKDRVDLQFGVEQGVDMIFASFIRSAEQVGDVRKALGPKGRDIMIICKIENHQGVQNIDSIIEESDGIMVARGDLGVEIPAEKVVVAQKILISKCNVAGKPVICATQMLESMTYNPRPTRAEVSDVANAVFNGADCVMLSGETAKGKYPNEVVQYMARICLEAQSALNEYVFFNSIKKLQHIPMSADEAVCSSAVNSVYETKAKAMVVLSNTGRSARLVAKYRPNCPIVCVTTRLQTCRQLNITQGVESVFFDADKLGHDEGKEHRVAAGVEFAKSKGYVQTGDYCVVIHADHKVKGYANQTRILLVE
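In 50 mM imidazole pH 7.2 with 7 mM MgCl2, LmPK (0.1 nM) turned over PEP (0.5 mM) and ADP (0.1 mM) for 1 h at room temperature. Luciferase read-out of ATP.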
TbPYK inhibitor – inhibitors of Trypanosoma brucei pyruvate kinase | Q57TT1 | TbPYK enzyme, Kinase-Glo Plus ATP luminescence, 45 min | Potency, µM (doses to about 76.8 µM), without a hit: at the highest dose activity, negative = inhibition, hits mostly inhibitors | 410,000 tested, 0.12% active; further: potency means the concentration at half of the fitted maximal effect; nearly all actives have a fitted effect of over 50% in size
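Quantitative HTS: titrated library compounds versus trypanosomal pyruvate kinase in TEA buffer (pH 7.2) containing KCl, MgCl2, BSA and Tween-20. Reactions were initiated with ADP, 130 uM final. Kinase-Glo Plus luminescence was read after 45 min at RT.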
AmpC detergent – AmpC beta-lactamase inhibition with detergent present | P00811 | AmpC hydrolysis of nitrocefin, absorbance 480 nm, 0.01% Triton | Potency, µM (doses to about 114 µM), for inactives: at the top dose activity change, negative = inhibition, actives largely listed as inhibitors | 370,000 tested, 0.041% active;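 further: potency means the concentration at half of the fitted maximal effect; 0% = no-compound wells and -100% = no-enzyme wells; nearly all actives have a fitted effect of over 25% in size; some results filed as inactive show a strong effect at the top dose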
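20 mM phosphate pH 7.0 + 0.01% (detergent screen) or 0.0001% Triton X-100; 5.3 nM AmpC reagent; cpd preinc 15 min RT; nitrocefin (800 uM stock) to start; A480 q20 s × 4 min; Activity was normalised to no-enzyme and no-compound control wells.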
* = called active by the depositor; ? = inconclusive; . = no result given; [ ] = another dose, or the depositor's remark. Unless noted, the call rests on the fitted dose curve; in most records, active means well fitted curve in the direction sought with a large enough effect; inconclusive means small, poorly fitted or top-dose-only effect, or another doubt; inactive means no such curve, though single readings can be large; an effect the other way counts as inactive or inconclusive. Unless noted, on the % scale 0 is the no-effect control and ±100 the full control effect.

mol	Sm TGR inh	AmpC no deterg	AMA1 RON2 block	HCMV antiviral	LmPK inhibitor	TbPYK inhibitor	AmpC detergent
CN(CC1CCCN(CCc2cccc(C(F)(F)F)c2)C1)C(=O)c1ccc2nc[nH]c2c1 (stereo not drawn)	6%	7%	-1%	-2	2%	1%	3%
CC(=O)Nc1ccc(S(=O)(=O)Nc2ccc(C)c([N+](=O)[O-])c2)cc1	8%	-34%	-6%	-14	3%[11.5 µM]	-3%	1%
O=C(c1ccco1)N1CCN(C(=O)c2cc3c(=O)oc4ccccc4c3s2)CC1	1%	-13%	-10%	.	3%	-1%	?
O=C(OCN1C(=O)c2ccccc2C1=O)/C(=C\c1ccco1)NC(=O)c1ccccc1	-54%	-27%	-15%	15	3%	0%	4%
O=C(Cc1ccc2c(c1)CCCC2)Nc1ccccc1Br	-30%	-41%	-7%	-17	-3%	6%	5%
CCCc1nc(SCC(=O)c2ccc(OC)cc2)c2ccccc2n1	5%	49%	51%[activator]	-83*	-5%	-6%	1%
O=C(CN1CCCc2ccccc21)NCc1ccccc1Cl	-13%	-13%	-9%	25	0%	2%	-7%
O=C(COC(=O)c1cc(S(=O)(=O)N2CCCC2)ccc1O)Nc1ccc(S(=O)(=O)N2CCOCC2)cc1	-2%	-35%	-7%	0	-9%	-5%	-6%
COc1ccccc1CNC(=O)CNC(=O)c1cn(-c2ccccc2OC)c(=O)c2ccccc12	-1%	-25%	-1%	-1	1%	3%	-1%
COc1ccccc1NS(=O)(=O)c1ccc(C)c(C(=O)NC2CCN(Cc3ccccc3)CC2)c1	0%	47%	-4%	-76*	.	-3%	-13%
CCc1ccc2ncc(S(=O)(=O)c3ccc(Cl)cc3)c(N3CCN(CC)CC3)c2c1	-2%	.	.	-40	.	-2%	3%
COCc1cc(C)nc2sc(C(=O)N3CCCC3)c(N)c12	-2%	-15%	11%	26	1%	-10%	-1%

Twelve entries from above in another layout.
Each structure is followed by: Sm TGR inh	AmpC no deterg	AMA1 RON2 block	HCMV antiviral	LmPK inhibitor	TbPYK inhibitor	AmpC detergent
- CN(CC1CCCN(CCc2cccc(C(F)(F)F)c2)C1)C(=O)c1ccc2nc[nH]c2c1 (stereo not drawn)
  6%	7%	-1%	-2	2%	1%	3%
- CC(=O)Nc1ccc(S(=O)(=O)Nc2ccc(C)c([N+](=O)[O-])c2)cc1
  8%	-34%	-6%	-14	3%[11.5 µM]	-3%	1%
- O=C(c1ccco1)N1CCN(C(=O)c2cc3c(=O)oc4ccccc4c3s2)CC1
  1%	-13%	-10%	.	3%	-1%	?
- O=C(OCN1C(=O)c2ccccc2C1=O)/C(=C\c1ccco1)NC(=O)c1ccccc1
  -54%	-27%	-15%	15	3%	0%	4%
- O=C(Cc1ccc2c(c1)CCCC2)Nc1ccccc1Br
  -30%	-41%	-7%	-17	-3%	6%	5%
- CCCc1nc(SCC(=O)c2ccc(OC)cc2)c2ccccc2n1
  5%	49%	51%[activator]	-83*	-5%	-6%	1%
- O=C(CN1CCCc2ccccc21)NCc1ccccc1Cl
  -13%	-13%	-9%	25	0%	2%	-7%
- O=C(COC(=O)c1cc(S(=O)(=O)N2CCCC2)ccc1O)Nc1ccc(S(=O)(=O)N2CCOCC2)cc1
  -2%	-35%	-7%	0	-9%	-5%	-6%
- COc1ccccc1CNC(=O)CNC(=O)c1cn(-c2ccccc2OC)c(=O)c2ccccc12
  -1%	-25%	-1%	-1	1%	3%	-1%
- COc1ccccc1NS(=O)(=O)c1ccc(C)c(C(=O)NC2CCN(Cc3ccccc3)CC2)c1
  0%	47%	-4%	-76*	.	-3%	-13%
- CCc1ccc2ncc(S(=O)(=O)c3ccc(Cl)cc3)c(N3CCN(CC)CC3)c2c1
  -2%	.	.	-40	.	-2%	3%
- COCc1cc(C)nc2sc(C(=O)N3CCCC3)c(N)c12
  -2%	-15%	11%	26	1%	-10%	-1%

(cont.)
mol	Sm TGR inh	AmpC no deterg	AMA1 RON2 block	HCMV antiviral	LmPK inhibitor	TbPYK inhibitor	AmpC detergent
COc1ccccc1NC(=O)CSc1c2c(nc3ccccc13)CCC2	6%	-9%	-3%	-38	-8%	3%	-2%
O=C(O)CCNc1cc(N2CCN(C(=O)c3ccco3)CC2)c2noc3c2c1C(=O)c1ccccc1-3	16µM*	166%[activator]	32µM*	-40	-4%	?	-1%
CCC1=NC(c2ccccc2OC)N(O)C1(C)C (stereo not drawn)	?	-17%	2%	-3	-3%	-7%	?
Fc1ccc(N/N=C/c2cccnc2)c(F)c1	8%	-7%[11.4 µM]	2%	59	-2%	2%	-14%
CN(c1ccccc1)S(=O)(=O)c1ccc(C(=O)Nc2nnc(C3CC3)o2)cc1	4%	-33%	107%[activator]	-29	7%	-3%	-1%
O=C(CCl)N1c2ccccc2Oc2ccc3ccccc3c21	.	.	-26%	?	.	5%	.
O=C(N/N=C/c1ccc(OC(=O)c2ccccc2)cc1)c1cccnc1	-11%	-5%	-3%	4	-4%	-2%	-8%
COc1ccc(-c2nn(-c3ccccc3)cc2/C=N/NC(=S)NC(C)C)cc1OC	-1%	-31%	-2%	-2	-4%	-12%	-12%
O=C1/C(=N/n2cnnc2)c2ccccc2N1Cc1ccccc1	-15%	28%	.	.	0%	.	-4%
COc1ccc(NC(=O)C2=C(C)Nc3nc(SCc4ccc(Cl)cc4)nn3C2c2cccc(OC)c2OC)cc1 (stereo not drawn)	2%	.	.	?	.	3%	-1%
COC(=O)c1ccc(OC(=O)C23CCC(C)(C(=O)O2)C3(C)C)cc1 (stereo not drawn)	-5%	-7%	-3%	-20	-1%	6%	0%
COc1ccc(NC(=O)C(C)NS(=O)(=O)c2ccc(NC(C)=O)cc2)cc1Cl (stereo not drawn)	-21%	-8%	4%	-28	-7%	-28%	?
CCN(C(=O)COC(=O)c1cc(-c2cccs2)nc2ccccc12)C1CCS(=O)(=O)C1 (stereo not drawn)	-10%	27%[11.4 µM]	6%	3	0%	1%	?
O=C(c1ccc2c(c1)OCO2)N1CCC2(CC1)Oc1ccc(Cl)cc1C(=O)C21CC(c2cccnc2)=NO1 (stereo not drawn)	-9%	134%[activator]	10%	-16	2%	-6%	2%
O=C(NCCc1ccc(Cl)cc1)c1ccc(CSCc2ccc(Cl)cc2)o1	-9%	.	.	-30	.	-5%	12%
COc1cccc(/C=C2\SC(=O)N(CC(=O)NCCCn3ccnc3)C2=O)c1	4%	63%[activator]	6%	-23	-1%	-2%	-1%
COc1ccc(C(=O)NCc2nnc(SC)n2C2CCCCC2)cc1	1%	29%	-5%	?	-1%	2%	-10%
Cc1sc2ncnc(SCC(=O)Nc3ccc(S(=O)(=O)N4CCOCC4)cc3)c2c1C	.	33%	-7%	14	.	-14%	.
CCCn1nc(NC(=O)c2cccs2)c2cc3ccc(C)cc3nc21	5%	7%	64%[activator]	-28	2%	7%	13%
CC(=O)NNS(=O)(=O)c1ccc(-c2cc(C(F)(F)F)n(C)n2)s1	12%	12%	6%	8	-5%	5%	-7%
Nc1ccc(-c2nc3cc(N)ccc3s2)cc1	1%	0%	-4%	58	?	-7%	9%
O=C(Nc1cccn(Cc2cccc(F)c2)c1=O)NC1CCCCC1	.	-51%	-10%	?	4%	-13%	-5%
CC(C)N(C(=O)[C@H]1C[C@H](CC(=O)NCC23CC4CC(CC(C4)C2)C3)C(=O)N2CCc3c([nH]c4ccc(Cl)cc34)[C@]12C)C(C)C	.	56%	-21%	-16	.	3%	.
CN1CCN(NC(=O)c2cc(-c3ccc(Br)s3)nc3ccccc23)CC1	-23%	97%[activator]	-15%	-5	-9%	-1%	-15%
C/C(=N\Nc1ccc([N+](=O)[O-])cc1)c1ccco1	-8%	-27%	-10%	116	-1%	-2%	-1%
CCc1ccc2nc(NC(=O)CSCc3c(C)noc3C)sc2c1	-5%	-9%	-2%	30	8%	2%	-9%
CCCNc1c(NC(=O)c2ccc(OCCC)cc2)c(=O)oc2ccccc12	-3%	.	.	-13	.	1%	12%
O=C(Nc1nnc([C@H]2C[C@H](O)[C@@H](CO)O2)s1)Nc1cccc(Cl)c1Cl	.	.	6%	-3	.	2%	.
COc1ccc(Cl)cc1NC(=O)Cn1nc(C(F)(F)F)c2c1CCC2	4%	.	.	11	.	-5%	28%
CCn1c(=O)n(CC(=O)NCc2ccccc2OC)c(=O)c2ccccc21	6%	-21%	19%	-14	4%	6%	0%
Cc1ccnc(SCC(=O)N2CCc3ccccc3C2)n1	32µM*	75%[activator]	-2%	5	5%	-4%	0%
COc1ccccc1NC(=O)C1CCCN(S(=O)(=O)c2c(C)noc2C)C1 (stereo not drawn)	-1%	26%	1%	-18	2%	1%	-12%
COc1cccc(N(C(=O)C2COc3ccccc3O2)C(C(=O)NC2CCCCC2)c2ccc(O)cc2)c1 (stereo not drawn)	-13%	-37%	.	-16	1%	.	-13%
O=C(NC(=Nc1nc2ccccc2o1)NC(=O)c1ccccc1)c1ccccc1	6%	3%	48%[activator]	89	0%	-8%	-9%
COc1cc(CNc2ccc(NC(C)=O)cc2)ccc1OCc1ccccc1C	22%	-4%[2.29 µM]	-3%	-27	-3%	0%	4%
CCN1CCc2c(sc(NC(=O)Cc3ccccc3)c2C(N)=O)C1	-11%	4%	-3%	?	-4%	7%	?
COc1ccc(/C=C2\SC(=S)N(CC(=O)NNC(=O)c3ccncc3)C2=O)cc1	-4%	-32%	47%[activator]	-27	-6%	-6%	-4%
CC(=O)NCCC(=O)Nc1cc(S(=O)(=O)N2CCOCC2)ccc1Oc1ccc(F)cc1	-1%	48%	8%	-27	.	-2%	?
CCc1ccc(C2NC(=O)c3[nH]nc(-c4cccc(OC)c4)c32)cc1 (stereo not drawn)	-3%	.	.	27	.	-2%	2%
COc1cc(NS(=O)(=O)c2ccc(NC(C)=O)cc2)cc(OC)c1	6%	-55%	6%	?	3%	4%	0%
Cc1cccc(/C=C2/Sc3ccc(C(=O)N4CCOCC4)cc3NC2=O)c1	-7%	139%[activator]	22%	-75*	8%	7%	-6%

No enrichment for hits. About 7.4% of those tested had a hit in this group.
